# KDM5B inhibitor: inhibitors of human KDM5B histone demethylase | Q9UGL1 | KDM5B demethylase, FDH-coupled NADH fluorescence (FDH is formaldehyde dehydrogenase) | Potency, µM (titrated, usually from 57.7 µM), without a hit: at the highest dose activity change, negative = inhibition, actives largely listed as inhibitors | 220,000 compounds, 2.6% hits; active = well fitted inhibition curve with a large enough effect; inconclusive = small, poorly fitted or top-dose-only effect; inactive = no such curve, though single readings can be large or run the other way; also: 0% is about no effect; nearly all actives have a fitted effect of over 70% in size
# Target sequence (Q9UGL1 whole entry, looked up): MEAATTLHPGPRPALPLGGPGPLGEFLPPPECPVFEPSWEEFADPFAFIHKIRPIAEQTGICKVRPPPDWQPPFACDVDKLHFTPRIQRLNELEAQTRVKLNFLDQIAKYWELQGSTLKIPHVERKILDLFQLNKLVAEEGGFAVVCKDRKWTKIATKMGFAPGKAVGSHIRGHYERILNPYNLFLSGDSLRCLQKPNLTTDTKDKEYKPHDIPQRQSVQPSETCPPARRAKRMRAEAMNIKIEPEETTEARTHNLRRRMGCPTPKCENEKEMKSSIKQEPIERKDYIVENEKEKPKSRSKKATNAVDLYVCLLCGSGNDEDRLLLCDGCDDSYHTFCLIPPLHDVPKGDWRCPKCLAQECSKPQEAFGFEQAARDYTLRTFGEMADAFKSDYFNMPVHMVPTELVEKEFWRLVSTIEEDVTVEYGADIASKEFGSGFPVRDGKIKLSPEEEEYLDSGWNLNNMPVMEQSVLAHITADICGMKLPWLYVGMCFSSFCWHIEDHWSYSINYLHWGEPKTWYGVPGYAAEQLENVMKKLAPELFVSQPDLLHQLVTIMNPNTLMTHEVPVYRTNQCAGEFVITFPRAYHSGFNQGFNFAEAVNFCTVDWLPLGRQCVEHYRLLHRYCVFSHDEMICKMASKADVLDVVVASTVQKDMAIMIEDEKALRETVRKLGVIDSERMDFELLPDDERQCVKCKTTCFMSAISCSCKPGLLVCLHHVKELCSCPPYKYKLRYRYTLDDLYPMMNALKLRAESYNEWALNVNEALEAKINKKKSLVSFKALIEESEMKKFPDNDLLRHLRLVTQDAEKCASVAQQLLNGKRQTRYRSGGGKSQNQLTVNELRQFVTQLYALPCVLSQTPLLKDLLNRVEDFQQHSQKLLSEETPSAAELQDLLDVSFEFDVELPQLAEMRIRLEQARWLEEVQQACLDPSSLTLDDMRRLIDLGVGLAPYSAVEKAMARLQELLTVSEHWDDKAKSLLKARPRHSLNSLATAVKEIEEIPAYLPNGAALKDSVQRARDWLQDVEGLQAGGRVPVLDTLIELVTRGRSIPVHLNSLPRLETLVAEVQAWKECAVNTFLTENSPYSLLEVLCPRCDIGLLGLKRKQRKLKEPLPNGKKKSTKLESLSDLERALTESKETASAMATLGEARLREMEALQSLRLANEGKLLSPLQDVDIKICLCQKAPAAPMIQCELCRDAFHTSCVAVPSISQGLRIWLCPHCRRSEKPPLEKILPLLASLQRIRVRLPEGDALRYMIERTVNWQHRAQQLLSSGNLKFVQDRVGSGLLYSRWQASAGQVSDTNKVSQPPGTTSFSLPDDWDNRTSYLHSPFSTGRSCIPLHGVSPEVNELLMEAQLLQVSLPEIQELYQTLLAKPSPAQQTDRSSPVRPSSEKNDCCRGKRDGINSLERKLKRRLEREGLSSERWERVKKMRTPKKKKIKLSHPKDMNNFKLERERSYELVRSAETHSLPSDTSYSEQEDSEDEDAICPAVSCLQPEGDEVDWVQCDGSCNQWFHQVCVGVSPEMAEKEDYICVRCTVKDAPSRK
#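 qHTS format, multiple compound concentrations. Buffer 50 mM HEPES pH 7.5/0.01% Tween-20; 200 nM KDM5BΔAP final; 10 min compound preincubation; substrate-mix levels 12.5 µM peptide, 25 µM α-KG, 0.25 mM NAD⁺; 30 min RT; ΔRFU.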
# * = called active by the depositor; i = inactive; ? = inconclusive; [ ] = dose if it differs, or a comment. Potency is read from the fitted curve at half-maximal effect.
# The first six records, to show the layout:
SMILES,KDM5B inhibitor
O=C1CCN(S(=O)(=O)c2ccccc2)CCCN(C(=O)c2ccoc2)CCN1,9.6%
CC(C)c1ccc2[nH]c(C(C)(C)C)c(C=O)c2c1,-8.5%
Cc1ccc(C(=O)OC(C)C(=O)NC(=O)NC2CCCCC2)cc1O (stereo unspecified),6.8%
Cn1ccnc1CN1C[C@@H](F)[C@@H](OCc2nc3ccc(C(F)(F)F)cc3[nH]2)C1,-3.6%[86.2 µM]
O=C(Nc1ccc(F)c(Cl)c1)c1cnc(-c2ccccc2)nc1-c1ccncc1,-16.7%
CN1CCC(O)(C(=O)N2C[C@@H](C(=O)O)[C@H](c3ccc(F)cc3)C2)CC1,7.6%

# All compounds of this part, from the start:
SMILES,KDM5B inhibitor
O=C1CCN(S(=O)(=O)c2ccccc2)CCCN(C(=O)c2ccoc2)CCN1,9.6%
CC(C)c1ccc2[nH]c(C(C)(C)C)c(C=O)c2c1,-8.5%
Cc1ccc(C(=O)OC(C)C(=O)NC(=O)NC2CCCCC2)cc1O (stereo unspecified),6.8%
Cn1ccnc1CN1C[C@@H](F)[C@@H](OCc2nc3ccc(C(F)(F)F)cc3[nH]2)C1,-3.6%[86.2 µM]
O=C(Nc1ccc(F)c(Cl)c1)c1cnc(-c2ccccc2)nc1-c1ccncc1,-16.7%
CN1CCC(O)(C(=O)N2C[C@@H](C(=O)O)[C@H](c3ccc(F)cc3)C2)CC1,7.6%
CC1=NS(=O)(=O)N(C)C=C1C(=O)OCc1nc(-c2cccc(Br)c2)no1,-33.9%
O=C(NCCN1CCCCC1)C1(CCO)CC12CCOCC2 (stereo unspecified),-16.4%
COc1ccc(S(=O)(=O)NC(c2ccc(F)cc2)c2cccs2)cc1NC(C)=O (stereo unspecified),-3.8%
Fc1cccc(Cl)c1CSc1nnc([C@@H]2CCCN2)o1,14.0%
Cc1ccc(CSc2nc3cccnc3n2Cc2ccc(C(=O)NC3CC3)cc2)cc1,?
CCCCN(CC)C(=O)Cn1nc(C)c2c(C)n(-c3ccccc3)nc2c1=O,5.3%
Cc1ccc(NC(=O)CN2C(=O)C(C)(C)c3cc(S(=O)(=O)N4CCCC4)ccc32)cc1,-0.7%
Cc1cccc(CNC(=O)c2ccc(Cn3c(SCc4cccc(F)c4)nc4cccnc43)cc2)c1,?
N#CCc1ccc(NC(=O)CCC(=O)c2ccc3c(c2)CCC3)cc1,-0.5%
Cc1ccc(C)c(CNC(=O)c2ccc3c(c2)nc2n3CCOC2)c1,-4.1%
O=C([C@@H]1C[C@H](Oc2ccccc2)CN1C(=O)Cc1cccc(F)c1)N1CCOCC1,-17.6%
O=C(O)C1c2nc[nH]c2CCN1C(=O)CCCn1ccnc1 (stereo unspecified),10.4%
O=C(Nc1ccc(S(=O)(=O)N2CCC(c3nc4ccccc4s3)CC2)cc1)c1ccc(F)cc1,-12.1%
Nc1c(C(=O)Nc2ccc(C(F)(F)F)cc2)sc2nc(-c3cccs3)ccc12,?
Cc1ccc(NC(=O)c2cccc(NC(=O)N3CCSc4ncccc43)c2)cc1Cl,?
COc1ccc(OCC(=O)Nc2cc(-c3nc4ccccc4o3)ccc2Cl)cc1,-6.6%
CCc1nn(CCCC(=O)NCc2cc(Br)ccc2OC)c(=O)c2cc3occc3n12,-3.3%
COCCN(CCCO)Cc1ccco1,3.7%
CC(C)(C)C1CCc2c(sc3nnn(CCOc4ccccc4)c(=O)c23)C1 (stereo unspecified),-0.6%
FC(F)(F)c1cc(Oc2ccc(Cl)cc2)ncc1-c1nnc(-c2ccc(Cl)cc2)o1,?
CC/C(=N\NC(N)=O)C1CC(C(C)C)CC=C1C (stereo unspecified),8.6%
CCCNc1nc(-c2cc(C)n(NC(=O)c3nn(C)c(=O)c4ccccc34)c2C)cs1,-0.2%
Cc1nc2cc(OCc3nc(C(=O)N(C)CC4(CO)CCC4)co3)ccc2s1,8.8%
CCCS(=O)(=O)N1CCN(Cc2cc(=O)n3nc(-c4ccc(OC)cc4)sc3n2)CC1,?
Cc1cccc(NC(=O)Cn2nnc3sc4c(c3c2=O)CC(C)(C)OC4)c1,12.2%
COc1cc(OC)c(NC2CCOC2=O)cc1Cl (stereo unspecified),9.1%
Cc1ccc(-c2nn3c(CCCC(=O)O)nc4ccccc4c3nc2=O)cc1C,-29.9%
C/C=C/C=C/C(=O)NC(C)c1ccc(SC)cc1 (stereo unspecified),?
Cc1cccc(Cn2c(=O)n3nc(-c4ccccc4)nc3c3ccccc32)c1,?
CC(C)n1nnnc1SCC(=O)N1N=C(c2cc3ccccc3o2)CC1c1ccco1 (stereo unspecified),?
O=C(O)c1cccnc1SCc1ccc([N+](=O)[O-])cc1,20.7%
O=c1c2ccsc2ncn1Cc1coc(-c2cccc(F)c2)n1,-4.1%
COc1cc(/C=C/C(=O)c2ccc(C(=O)O)s2)cc(OC)c1O,?
Cc1ccccc1-c1noc(CSc2nnc(-c3ccncc3)n2-c2ccc(F)cc2)n1,-7.8%
CCc1ccc(NC(=O)c2cc(=O)c3cc(CC)ccc3o2)cc1,11.8%
CC(C)c1ccc(NC(=O)Cn2nc3ccc(S(=O)(=O)C(C)(C)C)nn3c2=O)cc1,-2.0%
CCNC(=O)[C@@H]1C[C@H](NC(=O)c2ccco2)CN1C(=O)Cn1nccc1C,-18.4%
CCCCNC(=S)N(C)/N=C/c1ccc(N(CC)CC)cc1,?
CCCOc1ccc(C(=O)NCC2CCCO2)cc1Br (stereo unspecified),19.5%
O=C(N[C@H]1CCN2C(=O)[C@@H](Cc3ccccc3)NC(=O)[C@H]12)c1cnccn1,-1.7%[86.2 µM]
CCCc1ccc(C2(C)NC(=O)N(Cc3ncc(-c4ccccc4)o3)C2=O)cc1 (stereo unspecified),2.8%
COc1ccc(Nc2nc(CSc3nnc4n3CCCCC4)cs2)cc1,5.3%
O=C(C1=NO[C@@H]2CN(Cc3ccsc3)C[C@H]12)N1CCOCC1,?
Cc1cc(C)cc(NC(=O)N2CCC(CN3CCOCC3)CC2)c1,-15.5%

# In the list so far, 3 have an NH in an aromatic ring.
SMILES,KDM5B inhibitor
CC(C)c1ccc2[nH]c(C(C)(C)C)c(C=O)c2c1,-8.5%
Cn1ccnc1CN1C[C@@H](F)[C@@H](OCc2nc3ccc(C(F)(F)F)cc3[nH]2)C1,-3.6%[86.2 µM]
O=C(O)C1c2nc[nH]c2CCN1C(=O)CCCn1ccnc1 (stereo unspecified),10.4%

# Carrying on:
SMILES,KDM5B inhibitor
O=C1CC2(CCN(CC3CCCC3)C2)Nc2ccccc2N1 (stereo unspecified),?
O=C(N/N=C/c1ccccc1C(F)(F)F)C1CC1,19.0%
Cc1cccc(C(=O)Nc2nnc(S(=O)(=O)N(C)c3ccccc3C)s2)c1,?
N#Cc1cccc(NC(=S)N[C@H]2CO[C@H]3[C@@H]2OC[C@@H]3n2nnnc2Oc2ccccc2)c1,-2.6%
CC(NC(=O)/C=C/c1cccnc1)c1ccc(C(F)(F)F)cc1 (stereo unspecified),21.8%
N#Cc1cccc(CN2CCc3nc(N4CCc5ccccc5C4)[nH]c(=O)c3CC2)c1,-11.4%
COC[C@H]1C[C@@H](NC(=O)c2ccc(C#N)cc2)[C@H](O)[C@@H]1O,-10.9%[115 µM]
Cc1ccccc1-c1nnc(SCC(=O)N2CCCCC2)o1,-10.8%
CCc1noc(-c2cn(C3CCN(C(=O)c4cc(Cl)ccc4OC)C3)nn2)n1 (stereo unspecified),-24.6%
O=C(O)c1ccc(CNCc2cccc(Br)c2)cc1,1.2%
Cc1ccncc1C(=O)N1CCC2(CC1)NCCc1c2[nH]c2ccccc12,5.3%
CCOc1ncccc1CNC(=O)[C@H]1CNC[C@@H](C(=O)N2CCOCC2)C1,1.1%
Cc1ccc(OCCCC(=O)Nc2sc3c(c2C(N)=O)CCCC3)cc1,-20.2%
COc1ccc(CCn2cnc3c2c(=O)n(C)c(=O)n3C)cc1,7.9%
O=C(CCCn1c(=O)c2cccn2c2ccccc21)Nc1cc(C(F)(F)F)ccc1Cl,?
CS(=O)(=O)c1ccc(NC(=O)c2cccc(S(=O)(=O)N3CCN(Cc4ccccc4)CC3)c2)cc1,?
COc1ccccc1CN1CCC2(CC1)C(=O)NCN2Cc1ccc(Cl)cc1,-14.0%
CCCCNc1nc(-c2ccc(Cl)cc2)nc2ccccc12,?
Cc1cccc(N(C(=O)c2csnn2)C(C(=O)NCc2ccccc2)c2cccs2)c1 (stereo unspecified),2.1%
COc1ccc(-c2nc(CSc3nncn4c3cc3oc(C)cc34)c(C)o2)cc1,?
COCC(=O)N1CCN(C(=O)C(=O)c2cccn2C)[C@H]2CS(=O)(=O)C[C@H]21,31.6%
CN(Cc1cccc(C(F)(F)F)c1)C(=O)C(C)(C)C,6.6%[86.2 µM]
Cc1cc2c(cc1S(=O)(=O)NCc1ccc(F)cc1)OCC(=O)N2,-10.0%
COc1ccc(CCNC(=O)c2noc(-c3ccc(C)cc3)n2)cc1OC,-5.0%
CCCS(=O)(=O)N1CCC(c2noc(-c3ccccc3)n2)C1 (stereo unspecified),16.9%
CCC(C)NC(=O)C(NC(=O)c1ccccc1F)C1CCN(C(=O)c2ccc(OC)cc2)CC1 (stereo unspecified),-10.3%
Cc1cc(Cn2cc3c4c(cccc42)[C@H](CC(C)C)N[C@H](C(=O)NCc2ccco2)C3)no1,?
COc1ccc(-c2nc(CSCC(=O)NC(C)c3ccccc3)c(C)o2)cc1OC (stereo unspecified),?
Cc1noc(C)c1CC(=O)N[C@@H]1CN(Cc2cccnc2)C[C@H]1CN(C)C,-15.0%
O=C1CC(c2ccccc2)N(C(=O)C2CC2)CCCN(C(=O)c2c[nH]c3ccccc23)CCN1 (stereo unspecified),?
CC(C)Sc1nnc(-c2ccc(S(=O)(=O)N3CCOCC3)cc2)n1C,?
NC(=O)Cc1c[nH]c2ncc(-c3ccc(F)c(Cl)c3)cc12,39.8µM*
COc1cccc(-c2cc(C(=O)NC(C)(C)C)c3ccccc3n2)c1,-2.3%
COc1ccc(NC(=O)CN(C)C(=O)c2ccc(-c3ccc(Cl)cc3)o2)cc1,-14.0%
O=S1(=O)N=CN(Cc2cccc(Cl)c2)c2cc(C(F)(F)F)ccc21,7.7%
Cc1cc(C)c(C)c(C(=O)COC(=O)CNC(=O)CNC(=O)c2ccco2)c1C,1.9%
CCc1ccccc1NC(=O)Cn1nc(-c2cc(C)ccc2C)c2c(c1=O)CCCC2,-15.5%
O=C(NCc1cccc(F)c1)c1cccnc1N1CC2CC(C1)[C@H]1CCCC(=O)N1C2 (stereo partly specified),?
CCC(CC)c1nn2c(=O)cc(COc3ccc(NC(=O)c4ccc(C)cc4)cc3)nc2s1,5.8%
O=C(Cc1c[nH]c2ncc(-c3ccc4c(c3)OCO4)cc12)N1CCOCC1,?
CC(C)(C)c1ccc(CNCCN2CCCC2)cc1,-1.8%
CC(C)(C)OC(=O)N1CCC(c2c(C(=O)NCc3ccco3)cnn2-c2ccccc2Cl)CC1,-18.0%
COc1ccc(C(=O)N2CC[C@@H](CC(=O)O)[C@@H](CCN3C[C@@H]4C[C@H](C3)c3cccc(=O)n3C4)C2)cc1,-11.5%
Cc1ccc(Nc2nc(Nc3ccc(F)cc3)nc3nccnc23)cc1Cl,11.2%
Cc1cccc2c1-c1sc(C(=O)NCCCN3CCc4ccccc4C3)cc1CO2,i
O=C(O)/C=C/c1ccc(Br)s1,3.2%
Fc1ccc(COc2cccc(CNC3CC3)c2)cc1,-5.0%
NC(N)=NC(N)=Nc1ccc(F)cc1,50.0%[activator]
CCn1nc(C(=O)Nc2ccc(OC)c(OC(F)F)c2)c2ccccc2c1=O,-8.5%
COC(=O)[C@H](CC(C)C)N(CCCc1cn(CC2CCCCC2)nn1)S(=O)(=O)c1ccccc1Br,-3.4%

# Next part.
SMILES,KDM5B inhibitor
COc1ccc2nc(NS(=O)(=O)c3ccc(Cl)cc3)c(Nc3cc(C)ccc3OC)nc2c1,22.2%
Cc1ccc(C(CNC(=O)COc2cc(C)cc(C)c2)N2CCCCC2)cc1 (stereo unspecified),11.6%
CCC(=O)N1CCCC(Cc2nncn2-c2ccccc2)C1 (stereo unspecified),-20.1%
Cc1cccc(Cn2c(SCCN3CCCCC3)nc3c2c(=O)[nH]c(=O)n3C)c1,7.0%
CCOC(=O)C1=CN(CC(=O)Nc2cccc(C(C)C)c2)S(=O)(=O)N=C1C,-23.6%
Cc1nc2cc(NC(=O)c3ccc(C(=O)c4ccccc4)cc3)ccc2o1,3.2%
CC(Sc1nc(Cl)nc2nc[nH]c12)C(=O)N1CCN(c2ccccc2)CC1 (stereo unspecified),?
CS(=O)(=O)N1CCCN(Cc2cn[nH]c2-c2ccccc2)CCNC(=O)CC1c1ccccc1 (stereo unspecified),-10.8%
CCOc1ccc2[nH]c3c(N4CCC5(CC4)OCCO5)ncnc3c2c1,-29.5%
CCc1cc(C(=O)O)sc1-c1ccc(C)cc1,?
COC1C(=O)N(CC2CC2)C12CCN(C(=O)Cc1c[nH]c3ccccc13)CC2 (stereo unspecified),-14.5%
CCN(CC)CCCNC(=O)c1ccc2nc(N3CCCCC3)sc2c1,-30.0%
Cc1oc(-c2nc(C#N)c(NCCN(C)C)o2)cc1S(=O)(=O)N1CCCCC1,?
CC1(C)CC(=O)C2=C(C1)c1c(ccc3ccccc13)NC2c1ccc(C(=O)O)cc1 (stereo unspecified),?
Cc1nc(-c2ccc(F)cc2)sc1CCNC(=O)C(=O)Nc1ccc2c(c1)OCCO2,-1.3%
COc1cccc(NC(=O)N2CCCC2C(=O)Nc2ccc3c(c2)OCCO3)c1 (stereo unspecified),1.0%
CC(NC(=O)CSc1nnnn1-c1ccc(O)cc1)c1ccc2c(c1)OCCO2 (stereo unspecified),-20.5%
CN(CC12CC3CC(CC(C3)C1)C2)C(=O)CCc1ccccc1O,15.6%
COc1cccc(N2CCN(C3=NS(=O)(=O)C(c4ccc(C)cc4)=C3C)CC2)c1,-7.5%
O=C(NC1CC1)c1nc(-c2ccccc2)c2ccccn12,i
O=C(CC1C=CCC1)NCc1cccs1 (stereo unspecified),24.7%

# Screening data from PubChem BioAssay.

# A portion of the library (hit frequency here may not be typical).
